Source: PubChem (National Center for Advancing Translational Sciences (NCATS))
A549 tox: kills or reduces viability of A549 cells in Nrf2 counter-screen; A549 ARE-Fluc cells, CellTiter-Fluor viability, 18-24 h; actives 0.16% (n = 390,000); Potency, µM (titrated, usually from 46 µM), without a hit: at the highest dose activity change, negative = cytotoxicity, most hits filed as inhibitors; further: potency means the concentration at half of the fitted maximal effect; on the % scale 0 is the no-effect control and ±100 the full control effect
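A549 ARE_Fluc cells in 5% FBS OPTI-MEM were exposed to compounds in concentration-response for 18-24 h at 37 deg C. Viability was read by CellTiter-Fluor fluorescence (Ex 405/Em 525) after 30 min, before the luciferase read.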
CCT modulator: cytosolic chaperonin activity modulation. purified chaperonin ATPase assay, HTRF ADP detection, 30 min. actives 0.3% (n = 360,000). activity change, % (concentration not given with the values), hits read low; in the data active means activity change below about -30%; further: on the % scale 0 is the no-effect control and ±100 the full control effect
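Nucleotide hydrolysis assay: TRiC at 20–40 nM final (set by batch activity) with 10 uM ATP, 30 min at 37 °C, in presence of 76 uM compound. Detection by competitive ADP HTRF, 30 min ambient.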
HepG2 viability: counter-screen for TGF-b inhibitors: cytotoxicity in HepG2 cells. Potency, µM (highest dose often 46.1 µM), inactives show at the highest dose activity change, negative = cytotoxicity, hits mostly cytotoxic. HepG2 CAGA-GFP viability, ATP luminescence, 18 h. actives 0.76% (n = 410,000); further: potency means the concentration at half of the fitted maximal effect; some results filed as inactive show a strong effect at the top dose
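CellTiter-Glo luminescence gave cytotoxicity after 18 hours at 37 degrees C. The cells were HepG2 CAGA-GFP in 1% FBS DMEM, stimulated with 500 pg/mL TGF-beta after compound addition. %Activity was normalised to no-cell wells (complete cell-killing) and DMSO (no toxicity), and curves were fitted and classified.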
Akt phos inh: blocks phosphorylation of Akt; Neuro2A IGF-stimulated pAkt S473 HTRF, 20 min; stronger effect = lower value; activity change, % for hits at 50 µM; actives 0.32% (n = 360,000); AID 651550; in the data active means activity change below about -80%; inconclusive means mostly about -51% to -80%; further: on the % scale 0 is the no-effect control and ±100 the full control effect
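Neuro2A cells in DMEM with 0.5% FBS, overnight at 37 deg C, given compound at single 50 µM final, then IGF (6 nM final) for 20 min at 37 deg C. Lysed; phospho-Akt Ser473 by HTRF after 24 h, 665/615 ratio.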
Mm-Cpn inhibitor: blocks the Methanococcus maripaludis chaperonin Mm-Cpn; purified Mm-Cpn ATPase, ADP Transcreener TR-FRET; Potency, µM (titrated, usually from 76.9 µM), without a hit: at the top dose activity, negative = inhibition, actives largely listed as inhibitors; actives 0.031% (n = 330,000); AID 504842; further: potency means the concentration at half of the fitted maximal effect; on the % scale 0 is the no-effect control and ±100 the full control effect; nearly all actives have a fitted effect of over 80% in size
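Inhibition of chaperonin ATP hydrolysis is measured as reduced ADP production, detected by competitive TR-FRET in which signal falls with ADP. Final enzyme 25 nM and ATP 10 uM, reacted 30 min at 37°C.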
TGFb inhibitor: blocks TGF-b signaling; HepG2 CAGA-GFP TGF-b/SMAD3 reporter, GFP fluorescence, 18 h; TGF-beta stimulated, 500 pg/mL final; Potency, µM (series often up to 46.1 µM), for inactives: at the top dose activity, negative = inhibition, hits mostly inhibitors; actives 1.2% (n = 410,000); AID 588855; further: potency means the concentration at half of the fitted maximal effect; on the % scale 0 is the no-effect control and ±100 the full control effect; nearly all actives have a fitted effect of over 65% in size
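First, reporter cells (HEPG2 CAGA-GFP) rested 2 h at 37 degrees C. Next, compounds were pinned in and TGF-beta added to 500 pg/mL final. After 18 h, GFP was imaged per cell and summed per well.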
Nrf2 block: Nrf2 pathway inhibition. actives 2.1% (n = 360,000). AID 504444. Potency, µM (highest dose often 46 µM), without a hit: at the highest dose activity change, negative = inhibition, hits mostly inhibitors. A549 ARE-Fluc reporter, luciferase luminescence, 18-24 h; further: potency means the concentration at half of the fitted maximal effect; on the % scale 0 is the no-effect control and ±100 the full control effect; nearly all actives have a fitted effect of over 60% in size
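Two sequential reads on A549 ARE_Fluc cells exposed to compound for 18-24 h: a CellTiter-Fluor fluorescence read for viability, then a luciferase luminescence read for Nrf2/ARE activity.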
S2 tox: viability counter-screen for ATXN expression inhibitors; S2 cells (HEK-293 line with an ATXN2-luciferase reporter) viability, CellTiter-Fluor protease fluorescence, 24 h; Potency, µM (top dose mostly 56.7 µM), hits mostly cytotoxic; actives 0.49% (n = 400,000); AID 651635; further: potency means the concentration at half of the fitted maximal effect; nearly all actives have a fitted effect of over 40% in size
Nrf2 ARE act: Nrf2 pathway activation; AREc32 ARE-luciferase reporter (MCF7-derived line), luminescence, 24 h; Potency, µM (top dose mostly 46.1 µM), inactives show at the top dose activation, actives largely listed as activators; actives 0.31% (n = 410,000); further: potency means the concentration at half of the fitted maximal effect; % of control where 0% means no effect; nearly all actives have a fitted effect of over 65% in size
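Luminescent ARE reporter assay in AREc32_Fluc cells: overnight plating at 37 deg C, 24 hr compound incubation, Steady-Glo added, 30 min RT before reading.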
* marks the source's active call; other numbers are inactive results; i = inactive; ? = inconclusive; nt = not tested or not shown; [ ] = remark or other dose. Unless noted, the call rests on the fitted dose curve; in most records, active means well fitted curve in the direction sought with a large enough effect; inconclusive means small, poorly fitted or top-dose-only effect, or another doubt; inactive means no such curve, though single readings can be large; an effect the other way counts as inactive or inconclusive.

Keys – A = A549 tox; B = CCT modulator; C = HepG2 viability; D = Akt phos inh; E = Mm-Cpn inhibitor; F = TGFb inhibitor; G = Nrf2 block; H = S2 tox; I = Nrf2 ARE act
CCCOc1ccc(OC(=O)c2sc3ncn(Cc4cccc(F)c4)c(=O)c3c2C)cc1
  A: -0.3% | B: nt | C: -1.5% | D: nt | E: nt | F: -1.0% | G: nt | H: i | I: 0.7%
COc1ccc(CCC(=O)N2CCN(S(=O)(=O)c3cccc(C(F)(F)F)c3)CC2)cc1OC
  A: 7.0% | B: 0.1 | C: -9.5% | D: i | E: -0.7% | F: -0.5% | G: ? | H: i | I: 0.1%
C/C(=N/NC(=O)CCCOc1ccc(Cl)cc1Cl)c1ccc(C)o1
  A: -4.9% | B: 1.5 | C: 0.2% | D: i | E: 1.3% | F: 8.0% | G: 3.1% | H: i | I: -0.9%
Cn1nc(C(=O)OCC(=O)Nc2ccc(C(N)=O)cc2)c2ccccc2c1=O
  A: -5.4% | B: 1.6 | C: -1.9% | D: i | E: -1.2% | F: -22.6% | G: 13.7% | H: i | I: 0.2%
Cc1oc(-c2ccccc2F)nc1CSCC(=O)NC1CCCC1
  A: -0.1% | B: -4.7 | C: -13.5% | D: i | E: 0.5% | F: -8.4% | G: 18.4µM* | H: i | I: 0.3%
Cc1ccccc1CNCc1cccnc1
  A: -0.9% | B: 0.2 | C: -3.0% | D: i | E: -0.7% | F: -2.2% | G: 3.4% | H: i | I: 0.1%
O=C(NCc1c(-n2cccc2)sc2c1CCCC2)Nc1cccc(C(F)(F)F)c1
  A: 12.1% | B: nt | C: -1.5% | D: nt | E: nt | F: -17.6% | G: 29.8% | H: i | I: -1.6%
FC(F)(F)c1cc(-c2ccccc2)nc2cc(-c3ccccc3)nn12
  A: -1.1% | B: nt | C: 4.2% | D: nt | E: nt | F: 8.0% | G: 25.2% | H: i | I: 26.0%
Cc1nnc(NC(=O)CSc2nnc(-c3ccccc3)n2C)s1
  A: -2.7% | B: -1.7 | C: 2.3% | D: i | E: -0.2% | F: 5.3% | G: 3.8% | H: i | I: 0.0%
CC(=O)N1CCN=C1SCc1ccc(Br)cc1
  A: -1.2% | B: -2.3 | C: -25.9% | D: i | E: 0.8% | F: -27.1% | G: -6.3% | H: i | I: 0.3%
Cc1ccc(-c2nn(-c3ccccc3)cc2C2CC(c3cccs3)=NN2C(=O)CCC(=O)O)cc1 (centres undefined)
  A: -10.6% | B: -0.4 | C: 3.1% | D: i | E: -1.7% | F: -15.8% | G: -16.9% | H: ? | I: 2.0%
Cc1c(NC(=O)Nc2cccc(C(F)(F)F)c2)sc2nc3n(c(=O)c12)CCC(C)CC3 (centres undefined)
  A: -6.2% | B: nt | C: 1.5% | D: nt | E: nt | F: -15.2% | G: -13.4% | H: ? | I: 0.1%
CN(CC1CCCN(CCc2cccc(C(F)(F)F)c2)C1)C(=O)c1ccco1 (centres undefined)
  A: 3.0% | B: 1.5 | C: -29.3% | D: i | E: 2.4% | F: -24.9% | G: 5.0% | H: i | I: -0.1%
CCC1(CC)SC(N)=NC1=O
  A: 4.0% | B: 2.6 | C: -6.9% | D: i | E: nt | F: 9.0% | G: -6.6% | H: i | I: -0.7%
CCOc1ccc(NC(=S)N(CCc2c(C)[nH]c3ccc(C)cc23)Cc2ccco2)cc1
  A: -4.2% | B: -0.2 | C: 0.1% | D: i | E: -5.4% | F: ? | G: -3.7% | H: ? | I: 10.9%
Cc1[nH]c(=O)c(Cc2ccccc2)c(O)c1C#N
  A: 4.5% | B: -3.0 | C: 3.5% | D: i | E: nt | F: 8.9% | G: -10.2% | H: i | I: -0.5%
Cn1c(NCc2ccccc2F)nc2cc(-c3cccc(C(F)(F)F)c3)sc2c1=O
  A: nt | B: 1.4 | C: -14.2% | D: i | E: nt | F: 4.6% | G: nt | H: i | I: ?
CCC(=O)Nc1cccc(C2=NOC3(C2)C[C@@H](C(N)=O)N(C(=O)C2(C)CC2)C3)c1 (some centres undefined)
  A: 9.3% | B: 0.0 | C: -5.1% | D: i | E: 0.6% | F: -10.6% | G: 16.6% | H: i | I: -0.6%
CCOC(=O)c1c(C)oc2nc(C)nc(NCc3ccc(C)cc3)c12
  A: -1.5% | B: nt | C: 4.9% | D: nt | E: nt | F: 26.8% | G: -20.6% | H: i | I: -0.5%
O=C(NCC1CCCO1)c1csc(Nc2cccc3ccccc23)n1 (centres undefined)
  A: 0.0% | B: -0.1 | C: -1.2% | D: i | E: 0.6% | F: ? | G: 0.0% | H: ? | I: 4.6%
Cc1cccc(N/N=C/c2ccc(C)s2)c1
  A: -0.8% | B: -5.8 | C: -5.0% | D: i | E: -0.3% | F: -11.8% | G: ? | H: i | I: -0.1%
O=C(Nc1cccc(C(F)(F)F)c1)c1c(O)c2ccccc2[nH]c1=O
  A: -1.7% | B: 0.0 | C: -9.3% | D: i | E: -7.8% | F: 19.8% | G: 2.6% | H: i | I: 7.3%
Cc1ccc2nc3n(c(=O)c2c1)-c1ncccc1C(=O)NC3Cc1ccc(O)cc1 (centres undefined)
  A: nt | B: -1.2 | C: 8.6% | D: i | E: nt | F: 0.3% | G: nt | H: i | I: -0.6%
CCOc1ccc(NC(=O)C2CCC(C)(C(=O)O)C2(C)C)cc1 (centres undefined)
  A: -7.4% | B: -0.4 | C: 24.0% | D: i | E: 0.3% | F: 11.0% | G: 7.4% | H: i | I: 0.2%
COc1ccccc1NS(=O)(=O)c1cc(C(=O)NCC(c2ccc(F)cc2)N2CCOCC2)ccc1C (centres undefined)
  A: -17.9% | B: 2.6 | C: -12.7% | D: i | E: -0.4% | F: 13.0% | G: ? | H: i | I: 1.8%
O=C(/C=C/c1ccco1)N1CCN(S(=O)(=O)c2cccc([N+](=O)[O-])c2)CC1
  A: 6.8% | B: -1.8 | C: -3.7% | D: i | E: 0.6% | F: -6.6% | G: -15.2% | H: i | I: 7.9%
CCc1ccccc1NC(=O)Cn1c(=O)oc2ccccc21
  A: -6.1% | B: nt | C: -21.9% | D: nt | E: nt | F: 0.2% | G: 17.8% | H: i | I: 3.0%
Nc1nc2c(ncn2[C@@H]2O[C@H](CNCc3cnc(N4CCOCC4)nc3)[C@@H](O)[C@H]2O)c(=O)[nH]1
  A: nt | B: 0.5 | C: 11.5% | D: i | E: nt | F: -20.9% | G: nt | H: i | I: -0.2%
Cc1ccnc(NC(=O)CCC(=O)N(CC(=O)NCCc2ccccc2)Cc2cccs2)c1
  A: -1.4% | B: -3.8 | C: 7.5% | D: i | E: 0.4% | F: 11.5% | G: 4.6% | H: i | I: -0.4%
Cn1cccc1Cc1nnc(SCC(=O)Nc2cccc(F)c2)n1-c1ccc(F)cc1
  A: 0.1% | B: -2.6 | C: -51.2% | D: i | E: -1.4% | F: -11.8% | G: 4.7% | H: i | I: -0.5%
O=S1(=O)C=C(SCc2ccc(F)cc2)Nc2ccccc21
  A: 7.3% | B: 0.8 | C: -0.6% | D: i | E: -2.7% | F: 8.5% | G: -17.8% | H: i | I: -0.3%
O=C(CN1CCN(c2ccccn2)CC1)Nc1nc2ccccc2s1
  A: 0.4% | B: -0.9 | C: -24.0% | D: i | E: -1.3% | F: -28.6% | G: -13.8% | H: ? | I: 6.4%
Cc1cc(C(=O)O/N=C(\N)c2ccncc2)ccc1[N+](=O)[O-]
  A: 3.0% | B: 0.7 | C: -6.7% | D: i | E: -0.2% | F: -2.1% | G: ? | H: i | I: 4.1%
COc1ccccc1NC(=O)Cc1nnc(SCC(=O)Nc2ccccc2F)n1C
  A: 0.6% | B: 0.6 | C: 6.2% | D: i | E: -2.1% | F: ? | G: 15.1% | H: i | I: 0.2%
O=C(O)Cc1cc2c(s1)CCCCC2
  A: 12.5% | B: -0.6 | C: -0.6% | D: i | E: 0.7% | F: 19.2% | G: 11.2% | H: i | I: 1.8%
O=C(COc1ccc(Cl)cc1Cl)N(C1CCCCC1)C1CCS(=O)(=O)C1 (centres undefined)
  A: -7.1% | B: -3.2 | C: -0.3% | D: i | E: -1.2% | F: -21.7% | G: -5.5% | H: ? | I: 0.3%
Cc1cn([C@H]2C[C@H](O)[C@@H](CNCc3cccn3-c3ccncc3)O2)c(=O)[nH]c1=O
  A: nt | B: -2.7 | C: 2.7% | D: i | E: nt | F: 0.0% | G: nt | H: i | I: -1.0%
Cc1oc(-c2ccc(C(=O)NCCCOC(C)C)cc2)nc1CS(=O)(=O)c1ccccc1
  A: 9.9% | B: nt | C: 1.9% | D: nt | E: nt | F: -2.1% | G: -4.3% | H: i | I: -0.6%
N#Cc1c(NC(=O)CSc2ncn[nH]2)sc2c1CCCC2
  A: -6.4% | B: -0.7 | C: -38.4% | D: i | E: 2.1% | F: 0.6% | G: 4.11µM* | H: ? | I: -1.7%
O=C(CSc1nnc(-c2ccccc2O)n1Cc1ccccc1)NNC(=O)c1ccccc1O
  A: 15.7% | B: 0.3 | C: 0.6% | D: i | E: 1.9% | F: ? | G: 7.4% | H: i | I: -0.2%[9.22 µM]
COc1ccc(-c2nc(C#N)c(NCc3ccc(C)cc3)o2)cc1OC
  A: -17.3% | B: -1.5 | C: 0.9% | D: i | E: nt | F: 3.2% | G: ? | H: i | I: 3.3%

Record cards (already shown). Screens in order: A549 tox, CCT modulator, HepG2 viability, Akt phos inh, Mm-Cpn inhibitor, TGFb inhibitor, Nrf2 block, S2 tox, Nrf2 ARE act
N#Cc1c(NC(=O)CSc2ncn[nH]2)sc2c1CCCC2 in the list: -6.4%, -0.7, -38.4%, i, 2.1%, 0.6%, 4.11µM*, ?, -1.7%
O=C(CN1CCN(c2ccccn2)CC1)Nc1nc2ccccc2s1 in the list: 0.4%, -0.9, -24.0%, i, -1.3%, -28.6%, -13.8%, ?, 6.4%
O=C(/C=C/c1ccco1)N1CCN(S(=O)(=O)c2cccc([N+](=O)[O-])c2)CC1 in the list: 6.8%, -1.8, -3.7%, i, 0.6%, -6.6%, -15.2%, i, 7.9%
